L3MBTL1 inh – inhibitors of human L3MBTL1; Q9Y468; AlphaScreen L3MBTL1–H3K9me1 peptide binding; actives 0.66% (n = 230,000); Potency, µM (top dose mostly 57.1 µM), inactives show at the highest dose activity, negative = inhibition, most hits filed as inhibitors; further: on the % scale 0 is the no-effect control and ±100 the full control effect; nearly all actives have a fitted effect of over 60% in size
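L3MBTL1 (50 nM) pre-complexed 30 min with biotinylated H3(1-15)K9me1 peptide (75 nM), then compounds added for 30 min at room temperature; AlphaScreen streptavidin donor/nickel chelate acceptor beads (10 ug/mL final) read after 30 min dark incubation.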
Tau fibril ThT – inhibitors of human tau fibril formation, thioflavin T binding. actives 2.1% (n = 270,000). Potency, µM (doses to about 57.4 µM), for inactives: at the highest dose activity, negative = inhibition, most hits filed as inhibitors. P10636. recombinant tau K18 P301L, heparin-induced fibrillization, ThT fluorescence; further: on the % scale 0 is the no-effect control and ±100 the full control effect; nearly all actives have a fitted effect of over 55% in size
Target sequence (P10636 561-689 P618L limits assumed): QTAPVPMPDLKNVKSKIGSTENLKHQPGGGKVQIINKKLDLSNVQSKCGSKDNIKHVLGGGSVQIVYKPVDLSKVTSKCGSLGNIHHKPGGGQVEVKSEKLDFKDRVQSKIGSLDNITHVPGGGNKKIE
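In this qHTS, human K18 P301L tau is incubated with compound and heparin for 6 hr at 37 C, and Thioflavin T fluorescence then reports fibril load.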
TR SRC2 fluor cs – alters Texas Red total fluorescence, flagging assay interference; TRb/SRC2 Texas Red total fluorescence interference; Potency, µM (series often up to 106 µM), inactives show top-dose fluorescence change, negative = quenching; actives 0.29% (n = 280,000); AID 1479; active means well fitted curve in either direction with a large enough effect; inconclusive means small, poorly fitted or top-dose-only effect; further: on the % scale 0 is the no-effect control and ±100 the full control effect
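Human TRb ligand-binding domain at 0.6 uM with 20 nM Texas Red SRC2 peptide in Tris buffer containing 1 uM T3 and 5% DMSO, incubated with compound 5 h at ambient temperature. Total fluorescence (555/632 nm) calculated as parallel + 2 × perpendicular.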
Tau fluor cs – counter-screen for tau fibril formation inhibitors; tau K18 P301L Alexa594 fluorescence, heparin fibrillization; Potency, µM (titrated, usually from 57.7 µM), for the others: at the highest dose activity change, negative = decrease; actives 0.93% (n = 280,000); AID 1463; further: on the % scale 0 is the no-effect control and ±100 the full control effect; nearly all actives have a fitted effect of over 55% in size
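Human tau K18 P301L (15 uM unlabeled, 0.24 uM Alexa 594-labeled) in 100 mM sodium acetate pH 7 with 20 uM heparin, 6 hr at 37 C. ThT 30 uM added, 1 hr ambient; Alexa 594 FP and total fluorescence read at 555/632 nm.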
RECQ1 inh – blocks DNA unwinding by human RECQ1; P46063; Potency, µM (top dose mostly 57.3 µM), inactives show top-dose activity, negative = inhibition, hits mostly inhibitors; RECQ1 DNA unwinding, red fluorescence kinetic read; actives 0.54% (n = 240,000);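 further: plate controls were vehicle for no effect and no enzyme for full effect; nearly all actives have a fitted effect of over 30% in size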
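RECQ1T1 50 nM; forked duplex (20 bp + 30-nt ss tails) 200 nM, ATP 2 mM final; pH 8.0, 2 mM MgCl2, 2.5 ug/ml poly(dI-dC); 15 min compound preincubation; discontinuous kinetic read over 2 h at RT.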
TRb-SRC2 inh – TRbeta-SRC2 interaction inhibition | P10828 | TRbeta-SRC2 peptide binding, fluorescence polarization; receptor liganded with 1 µM T3 | Potency, µM (doses to about 106 µM), without a hit: at the highest dose activity change, negative = inhibition, actives largely listed as inhibitors | actives 0.065% (n = 280,000);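 further: plate controls were bound peptide for no effect and peptide without receptor for full effect; nearly all actives have a fitted effect of over 50% in size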
Target sequence (P10828 whole entry, looked up): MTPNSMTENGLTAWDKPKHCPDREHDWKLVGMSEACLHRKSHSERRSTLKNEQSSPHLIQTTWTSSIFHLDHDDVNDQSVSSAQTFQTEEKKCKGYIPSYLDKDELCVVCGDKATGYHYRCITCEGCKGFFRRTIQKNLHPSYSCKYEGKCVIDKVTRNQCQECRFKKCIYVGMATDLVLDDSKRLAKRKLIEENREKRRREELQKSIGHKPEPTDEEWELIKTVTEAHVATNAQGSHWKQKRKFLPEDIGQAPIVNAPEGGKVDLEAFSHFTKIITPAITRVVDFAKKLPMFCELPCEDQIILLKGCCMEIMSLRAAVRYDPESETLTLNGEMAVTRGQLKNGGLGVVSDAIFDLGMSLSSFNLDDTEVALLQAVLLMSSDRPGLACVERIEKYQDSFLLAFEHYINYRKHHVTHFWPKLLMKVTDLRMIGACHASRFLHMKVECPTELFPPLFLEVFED
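Each compound concentration gave % activity, normalized to unbound and bound Texas Red SRC2 controls, from polarization read after 5 hr ambient incubation with T3-loaded human TRb LBD.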
Tau fibril FP – blocks human tau fibril formation measured by polarization; P10636; K18 P301L tau heparin fibrillization, Alexa594 FP, 6 h; Potency, µM (top dose mostly 57.7 µM), for inactives: at the top dose activity, negative = inhibition, hits mostly inhibitors; actives 0.39% (n = 280,000); AID 1468; further: on the % scale 0 is the no-effect control and ±100 the full control effect; nearly all actives have a fitted effect of over 55% in size
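Human K18 P301L fragment (15 uM unlabeled plus 0.24 uM Alexa 594-labeled) in 100 mM sodium acetate pH 7 with compound, aggregation induced by 20 uM heparin for 6 hr at 37 C. ThT (30 uM) added for 1 hr, then Alexa 594 FP read.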
HTT ATP protect – protects HTT-Q103 PC12 cells, measured by ATP. Potency, µM (titrated, usually from 56.4 µM), for the others: cytoprotection (ATP increase), usual class: activators. PC12 HTT-Q103 induced, cytoprotection, ATP luminescence, 40 h. AID 1471. actives 0.14% (n = 230,000);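 further: % of control where 0% means no effect; nearly all actives have a fitted effect of over 45% in size; toxic huntingtin expression switched on by the ecdysone agonist tebufenozide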
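Readout: ATPlite luminescence (ATP level). Model: stable PC12, inducible Htt exon1 Q103-GFP. Inducer: tebufenozide, 100 nM final. Compounds: dose series. No G418 in medium.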
* = called active by the depositor; i = inactive; ? = inconclusive; . = not tested or not shown; & = joins results of further samples; [ ] = dose if it differs, or a comment. Unless noted, the call rests on the fitted dose curve; in most records, active means well fitted curve in the direction sought with a large enough effect; inconclusive means small, poorly fitted or top-dose-only effect, or another doubt; inactive means no such curve, though single readings can be large; an effect the other way counts as inactive or inconclusive. Potency means the concentration at half of the fitted maximal effect. These rows are one share of the data; the hit share may differ from the screen's.

SMILES | L3MBTL1 inh | Tau fibril ThT | TR SRC2 fluor cs | Tau fluor cs | RECQ1 inh | TRb-SRC2 inh | Tau fibril FP | HTT ATP protect
COC(=O)c1ccc(-c2nc3cc(NC(C)=O)ccc3o2)cc1 | . | ? | 4% | -8% | . | 2% | -3% | .
CC(C)(CC(=O)O)CC(=O)NNc1ncccc1C#N | . | . | 0% | 5% | i | 2% | 0% | 1%[10 µM]
Cc1ccccc1N1C(S)=C(C#N)C(=O)NC1c1cccs1 (configuration not stated) | . | ? | -2% | -21% | i | -14% | ? | 37%
COc1ccccc1Cc1nc2ccccc2nc1SCC(=O)Nc1cccc(Cl)c1C | . | 8% | 0% | -6% | . | 2% | -4% | .
O=C(N/N=C/c1c[nH]c2ccc(Br)cc12)c1ccn(Cc2ccc(Cl)cc2Cl)n1 | -8% | -16% | -1% | ? | -16% | -3% | 12% | -26%
COc1cc(C2SCC(=O)N2CCCN(C)C)cc(OC)c1OC (configuration not stated) | . | -2% | -8% | -3% | i | -3% | -6% | 4%
c1ccc([C@H]2CN3CCSC3=N2)cc1 | 3% | -2% | -1% | -1% | i | -6% | 5% | .
Cn1c(/C(C#N)=C(\O)c2ccc(S(=O)(=O)N3CCCCC3)cc2)nc2ccccc21 | 10% | 4% | 1% | -14% | i | -11% | ? | -34%
COC(=O)NNC(=O)Cc1cccc2ccccc12 | 9% | -4% | -2% | 4% | -5% | 2% | 4% | .
CCS(=O)(=O)N1CCC(NC(=O)C2CCCCC2)CC1 | 36%[activator] | 13% | 1% | 11% | i | -15% | 2% | 14%[10 µM]
CCCC(CCC)n1[nH]c(=O)c2c(C)cc(C)nc21 | 2% | 0% | -1% | 7% | i | 4% | 4% | 3%
Cc1cccc(N2CCN(C(=O)CN3C(=O)COc4ccc(S(=O)(=O)N5CCCCCC5)cc43)CC2)c1C | . | -9% | 1% | -7% | . | 0% | 5% | .

An excerpt taken from the entries so far, for reference:
SMILES | L3MBTL1 inh | Tau fibril ThT | TR SRC2 fluor cs | Tau fluor cs | RECQ1 inh | TRb-SRC2 inh | Tau fibril FP | HTT ATP protect
CCCC(CCC)n1[nH]c(=O)c2c(C)cc(C)nc21 | 2% | 0% | -1% | 7% | i | 4% | 4% | 3%
Cc1cccc(N2CCN(C(=O)CN3C(=O)COc4ccc(S(=O)(=O)N5CCCCCC5)cc43)CC2)c1C | . | -9% | 1% | -7% | . | 0% | 5% | .

Other records follow:
SMILES | L3MBTL1 inh | Tau fibril ThT | TR SRC2 fluor cs | Tau fluor cs | RECQ1 inh | TRb-SRC2 inh | Tau fibril FP | HTT ATP protect
Cc1ccc(-n2ncc(C(=O)NCCN3CCc4ccccc4C3)c2C2CCN(C(=O)OC(C)(C)C)CC2)cc1 | . | -13% | -1% | -11% | . | 2% | 6% | .
COc1ccc(CNC(=O)C2CCCN(S(=O)(=O)c3ccc4c(c3)CCCN4C(C)=O)C2)cc1 (configuration not stated) | . | 7% | -4% | -5% | . | 2% | 0% | .
COC(CNc1ccc([N+](=O)[O-])c(NCC(OC)OC)c1C#N)OC | -6% | -12% | -2% | -9% | -7% | -6% | -2% | 13%[10 µM]
COc1ccc(N(CC(=O)NC2CCCCC2)C(=O)CNC(=O)c2ccco2)c(OC)c1 | 8% | -6% | -2% | -7% | -2% | -6% | -4% | 0%[1.9 µM]
CCOC(=O)N1CCC(N2Cc3cccc(C(=O)Nc4ccc(OC)c(OC)c4)c3C2=O)CC1 | 8% | ? | 0% | -12% | -6% | 5% | 10% | -13%
N#CC1=C(N)N(c2ccc(Cl)cc2)C2=C(C(=O)CCC2)C1c1cc(CN2CCOCC2)cs1 (configuration not stated) | . | -9% | -13% | -19% | . | 4% | -4% | .
CCc1c(C#N)c(SCCC(=O)Nc2ccc(OC)cc2)nc2c1C(=O)CC(C)(C)C2 | . | -12% | 0% | ? | -16% | -4% | -13% | -6%
COc1ccc(C(=O)NCc2nnc(SCC(=O)Nc3nnc(C)s3)o2)cc1OC | 22% | -5% | -2% | 9% | i | -6% | 4% | -15%
O=C(NC1CCS(=O)(=O)C1)c1cccc(S(=O)(=O)N2CCCC2)c1 (configuration not stated) | 8% | -6% | 0% | -6% | 25% | 1% | 4% | 56%
CSc1nc2ccccc2n1CC(=O)Nc1c(C)n(C)n(-c2ccccc2)c1=O | 4% | -9% | -3% | -3% | 0% | 4% | 3% | -43%[inhibitor]
O=C(Nc1nc2ccccc2s1)C1CC(=O)N(c2ccc(F)cc2)C1 (configuration not stated) | . | 6% | -2% | -20% | -2% | 3% | -4% | 17%
COc1cccc(-c2cc(C(=O)NCc3ccc(Cl)cc3)no2)c1 | 6% | -1% | -2% | 7% | i | -8% | -18% | 5%[10 µM]
O=C(OCC(=O)c1cccs1)c1ccccc1 | 17% | 5% | 1% | 4% | -12% | 8% | -4% | -6%
Cn1cc(-c2nnnn2-c2cccc(C(F)(F)F)c2)c(C(F)(F)F)n1 | 48%[activator] | -2% | -1% | -16% | -3% | 2% | -10% | 0%[10 µM]
Cc1ccc2cc(C3CC(c4ccco4)=NN3S(=O)(=O)c3ccccc3)c(Cl)nc2c1 (configuration not stated) | -3% | -2% | 7% | -14% | -16% | 7% | 4% | 15%[10 µM]
CC(=O)NC1=NN(C(C)=O)C(C)(CS(=O)(=O)c2ccc(Cl)cc2)S1 (configuration not stated) | 5% | -9% | 0% | 0% | -3% | 11% | 2% | -13%[1.9 µM]
CC(=O)c1cnn(-c2ccccc2)c1C | . | 0% | -4% | 4% | 3% | 5% | -1% | -30%
CCN1CCN(C(=O)NC2CC(=O)N(c3ccc(OC)cc3)C2)CC1 (configuration not stated) | . | 2% | 0% | -3% | -5% | -2% | 1% | ?
CCc1ccc(-c2nc(CS(=O)CC(=O)NCCc3ccc(C)cc3)c(C)o2)cc1 (configuration not stated) | . | -12% | 3% | 0% | . | -1% | 9% | .
CC1(C)COC(Cn2c3ccccc3c3ccccc32)O1 (configuration not stated) | 25% | -4% | -2% | -26% | -7% | 4% | -7% | -4%[10 µM]
Cc1c(CCC(=O)O)c(=O)oc2cc3occ(-c4ccccc4)c3cc12 | 7% | ? | -2% | -5% | -2% | -1% | 3% | 10%[10 µM]
COc1ccc(CN2CCNC(=O)C2CC(=O)N2CCCCO2)c(OC)c1 (configuration not stated) | 2% | -9% | 0%[53 µM] | -6% | -12% | -1%[53 µM] | -2% | .
Cc1ccc(CNC(=O)[C@H](C)[C@H]2C[C@]2(C)[C@H](NC(=O)OCc2ccccc2)c2ccccc2)o1 | -2% | ? | -2%&0% | -11%&-22% | -5% | 0%&5% | -4%&-18% | -5%
CN1CCN(C(=O)CSc2ccc(C(F)(F)F)cc2[N+](=O)[O-])CC1 | 6% | 7% | -1% | 7% | -6% | -9% | 3% | 19%[0.074 µM]

Of the compounds above, 4 have two or more sulfur atoms.
SMILES | L3MBTL1 inh | Tau fibril ThT | TR SRC2 fluor cs | Tau fluor cs | RECQ1 inh | TRb-SRC2 inh | Tau fibril FP | HTT ATP protect
Cc1ccccc1N1C(S)=C(C#N)C(=O)NC1c1cccs1 (configuration not stated) | . | ? | -2% | -21% | i | -14% | ? | 37%
COc1ccc(C(=O)NCc2nnc(SCC(=O)Nc3nnc(C)s3)o2)cc1OC | 22% | -5% | -2% | 9% | i | -6% | 4% | -15%
O=C(NC1CCS(=O)(=O)C1)c1cccc(S(=O)(=O)N2CCCC2)c1 (configuration not stated) | 8% | -6% | 0% | -6% | 25% | 1% | 4% | 56%
CC(=O)NC1=NN(C(C)=O)C(C)(CS(=O)(=O)c2ccc(Cl)cc2)S1 (configuration not stated) | 5% | -9% | 0% | 0% | -3% | 11% | 2% | -13%[1.9 µM]

Other entries:
SMILES | L3MBTL1 inh | Tau fibril ThT | TR SRC2 fluor cs | Tau fluor cs | RECQ1 inh | TRb-SRC2 inh | Tau fibril FP | HTT ATP protect
CCc1nn2c(=O)cc(COc3ccc(/C=C(\C#N)C(=O)Nc4ccc(F)cc4)cc3OC)nc2s1 | . | ? | 0% | -7% | . | 3% | 2% | .
Cc1oc(/N=C/c2ccc(Cl)cc2)c(C#N)c1C | 0% | -5% | 13% | 2% | 0% | -10% | 4% | -7%
O=S1(=O)N=C2CCCCCN2C(c2ccc(Br)cc2)N1 (configuration not stated) | -11% | -6% | -2% | -13% | 2% | -9% | 1% | .
CN(C)CCNC(=O)C1CCN(c2ncnc3c2nc2n3CCCCC2)CC1 | . | 9% | 25µM*[quencher] | 8% | . | -10% | -1% | .
C/C=C(\C)C(=O)NCCN1C2=NC[C@@H](Cc3ccccc3)N2C[C@H]1Cc1ccc(O)cc1 | 2% | -2% | 1% | 2% | -5% | -4% | 11% | 20%[10 µM]
O=C(CCN1C(=O)COc2ccccc21)NCCN1CCN(c2cccc(Cl)c2)CC1 | -16%[11.4 µM] | -8% | -1% | -9% | 5% | 2% | 6% | -8%
COc1ccc(C(=O)COC(=O)CNS(=O)(=O)c2ccc(C)cc2)cc1 | -5% | -15% | 1% | -15% | -17% | -2% | -10% | 2%[10 µM]
Nc1n[nH]c2c1C1(CCCCC1)Cc1ccccc1-2 | 18% | ? | 0% | ? | i | -24% | 9% | -19%
c1ccc(CN2CCC(Nc3nc(-c4cccs4)nc4ccccc34)CC2)cc1 | ? | -10% | -1% | ? | -19% | 2% | ? | -6%[10 µM]
COC(=O)c1nn(-c2ccccc2)c2nnc(Cc3ccc(C)cc3)c(=O)n12 | -9% | 3% | -1% | 3% | 2% | 1% | 7% | .
CCc1ccc(C2CC(c3ccc(Cl)cc3)n3nc(N)nc3N2)cc1 (configuration not stated) | 2% | -5% | 0% | -15% | -8% | 4% | -3% | -5%[10 µM]

From PubChem BioAssay
